Xi reactivation – activators of inactive X chromosome reactivation, primary screen, imaging, XiGFP fibroblasts, GFP high-content imaging, set 2; XiGFP mouse fibroblasts, % GFP-positive cells imaging, 3 d; cells co-treated with 5-aza-dC sensitizer; scaled so ellipticine positive control = 100%; activation, % at 7.58 µM; 360,000 compounds, 0.055% hits; AID 743238, 2013;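 active = mean normalized replicate activation at least 10% and every replicate at or above 10%; inconclusive = only one of the two criteria met; inactive = mean below 10% and not all replicates reach 10%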;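 note: 0% = median of on-plate neutral control wells and 100% = ellipticine 6 µM median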
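Material: XiGFP fibroblasts, SV40-immortalized. Buffer or medium: DMEM plus 5-aza-dC sensitizer. Compound: single concentration per compound, delivered by pin transfer. Times: 3 days compound exposure. Controls: ellipticine 6 µM.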
CFTR F508del cor – F508del CFTR correction, initial screen, CFBE line, single point; CFBE cells, YFP halide quenching; stimulated with forskolin plus potentiator P3; % fluorescence drop versus neutral controls; activity (quench increase), % at 7.58 µM; 350,000 compounds, 0.36% hits; AID 720511, 2013;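 active = mean added fluorescence quench of at least 8% versus neutral control, with both replicates also reaching 8%; inconclusive = only one of the mean or replicate conditions met; inactive = mean below 8% and not both replicates reaching 8%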;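 note: cells transiently co-express mutant CFTR-F508del with the halide-sensitive YFP; corrector assay measuring rescue of mutant channel to the surface after 24 h compound exposure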
PAX8 inh HTS – inhibitors of PAX8-driven TPO luciferase reporter, primary screen, RMG-I cells, single concentration; SteadyGlo, 24 h; inhibition, % at 12.6 µM; 360,000 compounds, 1.2% hits; AID 652154, 2013;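 active = mean replicate inhibition at least 60% with every replicate also reaching 60%; inconclusive = only one of the two criteria is met; inactive = mean below 60% and not all replicates reaching 60%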;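 note: luciferase light reporting Pax8 driven TPO promoter activity; plate controls were median of neutral control wells for no effect and mitoxantrone controls for full effect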
INS-1E GSIS act – GLuc luminescence reporter in INS-1E cells, primary screen for activators of glucose-dependent secretion of insulin. activation, % at 16.6 µM. INS-1E GLuc reporter insulin secretion, 2-3 h. 370,000 compounds, 0.61% hits. AID 743287, 2014;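 active = lowest replicate activation of at least 40%, so every replicate reaches that level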;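 note: 0% = median of neutral control wells and 100% = median of IBMX positive control wells; some compounds called inactive have numbers as strong as hits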
ERp5 block – inhibitors of ERp5-driven insulin aggregation, primary screen, biochemical, turbidity, absorbance 650 nm, single point | Protein disulfide-isomerase A6 (Homo sapiens), Q15084 | 90 min | inhibition, % at 9.99 µM | 350,000 compounds, 0.05% hits | AID 651711, 2012;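 active = mean replicate inhibition above about 25%, with every replicate also reaching it, limit read from the data, passing the limit was not always enough; inconclusive = only one of those two criteria met; inactive = neither criterion met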
Target sequence (Q15084 whole entry, looked up): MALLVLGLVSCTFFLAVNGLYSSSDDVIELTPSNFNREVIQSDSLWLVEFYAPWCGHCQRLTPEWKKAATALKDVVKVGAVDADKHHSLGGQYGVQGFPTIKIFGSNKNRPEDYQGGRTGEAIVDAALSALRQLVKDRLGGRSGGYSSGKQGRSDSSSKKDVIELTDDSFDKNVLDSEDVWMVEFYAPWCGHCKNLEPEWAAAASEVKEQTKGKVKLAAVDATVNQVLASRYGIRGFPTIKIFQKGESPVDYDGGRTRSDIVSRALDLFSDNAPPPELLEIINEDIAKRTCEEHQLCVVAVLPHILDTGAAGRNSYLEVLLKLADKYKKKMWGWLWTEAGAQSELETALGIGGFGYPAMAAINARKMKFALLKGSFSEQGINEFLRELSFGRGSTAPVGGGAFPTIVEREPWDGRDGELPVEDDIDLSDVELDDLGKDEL
EWS-Fli inh – EWS/Fli-driven NR0B1 reporter inhibitors, primary screen, A673 cells, NR0B1 luciferase, luminescence, MLPCN library. viability-normalised. inhibition, % at 12.6 µM. 350,000 compounds, 0.67% hits. AID 651661, 2012;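 active = mean inhibition of at least 50% after viability correction, with every replicate also passing that limit; inconclusive = mean reaches 50% but only one of two replicates passes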;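 note: firefly luciferase signal divided by Alamar Blue viability fluorescence both relative to DMSO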
ARNT-TACC3 inh – disruptors of ARNT/TACC3 protein interaction, primary screen, biochemical, AlphaScreen, single concentration; 390,000 compounds, 0.66% hits; AID 623870, 2012; Transforming acidic coiled-coil-containing protein 3 (Homo sapiens), Q9Y6A5; inhibition, % at 9.99 µM; AlphaScreen His-ARNT PAS-B/GST-TACC3 binding, luminescence; TACC3 fragment carries E629A point mutation;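 active = mean inhibition of replicates at least 50% and at least half of replicates each reaching 50%; inconclusive = half or more replicates reach 50% but mean below 50%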;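 note: 0% = complete ARNT plus TACC3 wells and 100% = ARNT alone without TACC3; many hits fall short of the cut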
DENV2 CPE – inhibitors of DENV2 cytopathic effect, primary screen, cell-based, plate reader, single concentration | 350,000 compounds, 1.7% hits | CPE inhibition, % at 9.99 µM | DENV2-infected cells, cytopathic effect rescue; in the data active = CPE inhibition above about 20%, passing the limit was not always enough; inconclusive = no clear call, values can overlap the other calls; tested in BHK-21 cells;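 note: 0% = median of neutral control wells and 100% = median of positive control wells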
* = called active by the depositor; ? = inconclusive; / = no result given; & = joins results of further samples.

SMILES | Xi reactivation | CFTR F508del cor | PAX8 inh HTS | INS-1E GSIS act | ERp5 block | EWS-Fli inh | ARNT-TACC3 inh | DENV2 CPE
COc1cccc(CN(C)C(=O)[C@@H](Cc2ccccc2)NC(=O)[C@H]2O[C@@H](n3ccc(=O)[nH]c3=O)[C@H](O)[C@@H]2O)c1 | 0.3 | -1.6 | -1 | 14 | 4 | -11 | / | 22*
Cc1cccc2nc(-c3ccccc3)c(-c3ccc(CN4CCC5(CC4)CNc4ccccc45)cc3)nc12 | 0.1 | 4.3 | 3 | / | 15 | 23 | / | 6
Nc1nc(NCc2ccccc2Cl)n(-c2ccccc2)n1 | -0.1 | 1.5 | -12 | 17 | 1 | -1 | / | 6
COC(=O)c1cc(NC(=O)c2c(-c3c(Cl)cccc3Cl)noc2C)ccc1N1CCOCC1 | 0.5 | -1.1 | 2 | -1 | -3 | 6 | -12 | 1
C[C@H](CO)N1C[C@H](C)[C@H](CN(C)Cc2ccc(-c3ccccc3)cc2)Oc2c(NS(=O)(=O)c3cccs3)cccc2C1=O | 0.2 | -0.8 | -4 | -12 | -2 | -4 | 3 | -6
COc1ccc(C(=O)Nc2nc(CC(=O)NCc3c(F)cccc3F)cs2)cc1 | 0.5 | 3.6 | -134 | -20 | 2 | -75 | / | ?
COc1ccc(C(C)=O)cc1CS(=O)(=O)CC(=O)O | 0.3 | -4.2 | -3 | -5 | -5 | 7 | 28 | 10
Cc1ccc(NC(=O)c2ccc(Nc3c([N+](=O)[O-])cc([N+](=O)[O-])cc3[N+](=O)[O-])cc2)cc1 | 0.8 | / | 10 | / | 1 | 38 | 6 | 1
Clc1ccccc1-c1nnc2sc(-c3ccncc3)nn12 | 0.2 | 0.1 | -2 | 12 | 2 | -4 | 7 | -2
CCC(=O)NC[C@H]1[C@H](c2ccc(-c3cccc(F)c3)cc2)[C@H](CO)N1C(=O)CC | 0.1 | 2.7 | 7 | 1 | 2 | -3 | 8 | 29*
O=C(CSc1ccccc1)N(c1ccc(Br)cc1)c1nccs1 | 0.0 | / | -11 | 33 | / | / | -3 | /
Cc1cc(NC(=O)Nc2cc(F)ccc2F)no1 | 0.2 | -0.7 | -11 | 1 | 5 | -3 | / | -2
C/C(=N/NC(=O)CN1CCN(S(=O)(=O)c2ccc(C)cc2)CC1)c1ccco1 | 0.4 | 0.4 | 5 | -1 | -10 | 2 | -11 | -4
COc1ccc(Cl)cc1Nc1cc(C)nc2nc(C)nn12 | 0.1 | -0.9 | -1 | 17 | 2 | 1 | 0 | 14
CCC(CC)C(=O)c1c[nH]c(C(=O)N2CCN(c3ccc(OC)cc3)CC2)c1 | 0.0 | -2.5 | -3 | -1 | -4 | -1 | 1 | -7
CCOC(=O)c1csc(NC(=O)CCSc2ccccc2)n1 | -0.9 | -2.2 | 15 | 0 | 3 | -7 | 2 | -2
COc1ccc(S(=O)(=O)N(C)C[C@H]2Oc3ncc(Br)cc3C(=O)N([C@@H](C)CO)C[C@@H]2C)cc1 | -0.1&-0.9 | 0.9&0.3 | -2 | 8&-13 | 0 | -3&0 | / | -6&-9
COc1cc2oc3ccc(C#Cc4ccc(N)cc4)cc3c(=O)c2cc1OC | -0.1 | 2.1 | -105 | 17 | -2 | -1 | / | -7
CC(C)NC(=O)Nc1ccc2c(c1)C(=O)N([C@H](C)CO)C[C@@H](C)[C@H](CN(C)Cc1ccc(Oc3ccccc3)cc1)O2 | -1.2 | -2.1 | 2 | -29 | -4 | 11 | 3 | 0
CCn1c(SCC(=O)Nc2ccc(C(C)=O)cc2)nnc1C1CC1 | 0.0 | -2.7 | -16 | 10 | 4 | -12 | -4 | -4
CCN(C(=O)CSc1nnc(-c2ccccc2)o1)c1c(N)n(Cc2ccccc2)c(=O)[nH]c1=O | -0.1 | -0.6 | 0 | 6 | 0 | 0 | -10 | -2
CCOc1ccc(C2C(C#N)=C(N)Oc3cc(O)ccc32)cc1OCC (configuration not stated) | 0.0 | 3.9 | 12 | 8 | -2 | 4 | -8 | -4
O=C(C(=O)N1CCN(c2ccncc2)CC1)c1cccc(Br)c1 | 0.1 | -3.6 | -5 | -1 | 2 | 12 | / | 3
CCOc1cc(/C=C2\SC(=S)N(NS(=O)(=O)c3ccccc3)C2=O)ccc1O | 0.0 | 2.3 | 4 | 10 | -1 | 10 | -1 | 0
O=S(=O)(CCN1CCCCC1)CCS(=O)(=O)CCN1CCCCC1 | 0.2 | -0.8 | -26 | / | 2 | 3 | -14 | 9
COc1ccc(NC(=O)CSc2nccn2C)cc1S(N)(=O)=O | 0.2 | 3.3 | 0 | 9 | 7 | -9 | -4 | /
CCn1nccc1NC(=O)c1csc([C@@H]2O[C@H](CO)[C@H](O)[C@H](O)[C@H]2O)n1 | 0.0 | 0.3 | -3 | 4 | -3 | -11 | / | 8
Clc1ccc(Cn2nnc3ccccc32)cc1 | -0.1 | 0.6 | 3 | 9 | -1 | -2 | -6 | 0
O=C(Nc1ccc(F)c(Cl)c1)C1CC2CCC1C2 (configuration not stated) | 0.2 | -2.4 | -12 | 6 | 2 | -9 | -11 | -5
O=C(NCc1cccnc1)c1ccc(-c2ccc(F)c(F)c2)c2ccoc12 | -0.1 | -0.2 | 33 | -20 | 5 | 22 | / | -7
CCc1nc2c(OCCC3CCCCC3)cccn2c1N(C=O)Cc1ccccc1 | 0.0 | -2.7 | -2 | / | 3 | 7 | / | 4
Cc1ccc2c(c1)C1CN(C)CCC1N2C(=O)c1cccc(S(=O)(=O)N(C)C)c1 (configuration not stated) | -0.2 | -0.1 | 19 | -3 | -1 | -4 | -5 | -7
CN(C)c1ccc(N2C(=NC(=O)COc3ccccc3)SC3CS(=O)(=O)CC32)cc1 (configuration not stated) | 0.0 | 1.0 | -44 | 10 | 9 | -16 | 2 | 5
Cc1noc(C)c1NC(=O)N(C)C[C@@H]1Oc2ccc(NC(=O)Nc3cccc4ccccc34)cc2C(=O)N([C@@H](C)CO)C[C@@H]1C | 0.2 | 0.7 | 5 | -10 | 6 | 7 | 1 | 12
Cc1ccc(C)c(CN2CCC(n3nccc3NC(=O)C3CCCC3)CC2)c1 | 0.3 | 2.0 | / | 5 | -2 | / | -6 | -5
O=S(=O)(c1ccc(F)c(F)c1)N1CCN(c2ccccn2)CC1 | 0.0 | -0.9 | 9 | 9 | 3 | 8 | -8 | 7
COCC(=O)N1CC(=O)N2[C@@H](CO)[C@@H](c3ccc(C#CCc4ccccc4)cc3)[C@@H]2C1 | 0.2 | 0.6 | -7 | 15 | -2 | -12 | / | -4
CC(C)c1ccccc1NC(=O)C1CCCN(C(=O)c2ccc(Cl)cc2)C1 (configuration not stated) | 0.3 | 0.0 | 0 | -9 | -9 | 1 | 8 | 2
COc1cccc(CN(C)C(=O)c2cccc(S(=O)(=O)NCc3ccccc3)c2)c1OC | 0.0 | 5.2 | 7 | -10 | -2 | 3 | 1 | -3
O=C(C[C@H]1CC[C@@H](NC(=O)C2CC2)[C@H](CO)O1)NC1CCC1 | 0.0 | 0.9 | -5 | 3 | -2 | 6 | -13 | 11
C[C@@H]1CN([C@H](C)CO)C(=O)CCCn2cc(nn2)CO[C@H]1CN(C)S(=O)(=O)c1ccccc1C#N | 0.2&0.2 | 2.3&-0.3 | 8&-31 | 18 | 2&-7 | -1 | / | -19&-6
COc1ccc(/C=C2/SC(=O)N(CCNC(=O)C3COc4ccccc4O3)C2=O)cc1 (configuration not stated) | 0.3 | 1.8 | -14 | -4 | / | -16 | -1 | /
C=CCn1c(SCC(=O)N2CCOCC2)nc2c([nH]c3ccccc32)c1=O | -0.2 | 1.9 | 21 | 43* | -21 | / | -2 | -2
COc1ccc(/C=C/C(=O)C(C(N)=O)=C2SCCS2)cc1 | 0.0 | 0.2 | -46 | 10 | 8 | -51 | -3 | 6
COc1ccc(CC(=O)Nc2nncs2)cc1OC | / | -2.4 | / | 13 | 3 | 11 | -2 | -4
Cc1ccccc1-c1ccc([C@H]2[C@H](CO)N3CCCCN(S(=O)(=O)Cc4ccccc4)C[C@@H]23)cc1 | 0.1 | -1.6 | ? | -19 | -2 | 24 | 15 | -25
Cc1ccc(CNC(=O)CCSCc2ccccc2F)cc1 | 0.0 | -1.8 | 10 | -13 | 2 | 1 | -1 | 8
O=C(O)/C=C/C(=O)Nc1ccc2c(c1)C(=O)c1ccccc1C2=O | 0.0 | 0.5 | -194 | 0 | -1 | -58 | 48* | -1
O=C(Cn1nc(-c2ccc(Cl)cc2)c2ccccc2c1=O)NN1CCOCC1 | 0.0 | 1.3 | 16 | 16 | 2 | 6 | / | 6
O=C(Nc1cccc(S(=O)(=O)N2CCCCC2)c1)c1cccs1 | 0.0 | -2.1 | 6 | -4 | 1 | / | -6 | 11
COc1ccc2c3c([nH]c2c1)[C@H](CO)N(C(=O)NC(C)C)CC31CN(C(=O)c2ccncc2)C1 | 0.0 | 0.5 | / | 15 | 5 | -5 | / | 14
CCCN1[C@@H]2c3ccc(-c4ccccc4F)c(=O)n3C[C@@H]2[C@@H](CO)[C@@H]1C(=O)NC1CCC1 | 0.6 | -2.3 | -12 | -11 | 4 | -3 | -16 | -2
Cc1ccc2cccc(OCCOCCOc3ccccc3Br)c2n1 | 0.0 | / | 10 | / | 2 | 9 | -5 | 1
C[C@@H]1CN([C@H](C)CO)C(=O)c2cccc(NC(=O)Nc3ccccc3)c2O[C@@H]1CN(C)S(=O)(=O)c1ccc(F)cc1 | 0.0 | 3.0 | 5 | -7 | 0 | 12 | 2 | 2
C[C@@H]1CCCCO[C@H](CN(C)Cc2ccccc2)[C@H](C)CN([C@H](C)CO)C(=O)c2cc(NC(=O)Nc3ccc4c(c3)OCO4)ccc2O1 | 0.0 | -1.1 | -2 | -33 | 5 | 7 | 30 | 6
COc1cccc(NC(=O)Nc2nnc(Cc3ccccc3F)s2)c1 | 0.0 | 0.7 | -12 | 38 | -1 | 14 | -3 | 0
CC(C)NC(=O)N(C)C[C@H]1OCCCC[C@H](C)Oc2ccc(NC(=O)CCC(F)(F)F)cc2C(=O)N([C@H](C)CO)C[C@@H]1C | 0.0 | -0.9 | 5 | 14 | -2 | / | 8 | 1
Oc1ccc(-c2[nH]ncc2-c2cnn(-c3ccccc3)c2)c(O)c1 | 0.1 | / | 39 | 7 | -1 | -3 | -7 | -5
CCCC(=O)Nc1ccc2c(c1)C(=O)N(C)[C@@H]1CC[C@@H](CC(=O)NCc3ccccc3Cl)O[C@@H]1CO2 | 0.1 | -4.0 | 8 | -14 | 0 | 9 | -10 | -6
C[C@@H]1CN([C@H](C)CO)C(=O)Cc2cc(NC(=O)Nc3ccc(F)cc3)ccc2O[C@@H]1CN(C)Cc1ccc(Oc2ccccc2)cc1 | 0.0 | 1.3 | 3 | -40 | -2 | 9 | -6 | -20
CC1=C(C)CC(C(=O)NCc2ccccn2)C(C(=O)O)C1 (configuration not stated) | -0.1 | 0.3 | 1 | / | -2 | 6 | 2 | -7

Screening data: PubChem BioAssay, Broad Institute
